# RmlCD inh 1536 – M. tuberculosis RmlC/RmlD coupled enzyme inhibitors, primary screen, biochemical, compound mixtures, 384-well, from 1536-well plates; dTDP-4-dehydrorhamnose reductase (Mycobacterium tuberculosis (strain ATCC 25618 / H37Rv)) …; inhibition, % at 3.6 µM; 160,000 tested, 0.03% active; RmlC+RmlD coupled enzyme assay, percent inhibition; primary screen in compound mixtures; AID 1533, 2009; in the data active = inhibition mostly above about 34%, no sharp cut-off; note: some results filed as inactive read as strong as hits
# Target sequence (P9WH09 whole entry, looked up): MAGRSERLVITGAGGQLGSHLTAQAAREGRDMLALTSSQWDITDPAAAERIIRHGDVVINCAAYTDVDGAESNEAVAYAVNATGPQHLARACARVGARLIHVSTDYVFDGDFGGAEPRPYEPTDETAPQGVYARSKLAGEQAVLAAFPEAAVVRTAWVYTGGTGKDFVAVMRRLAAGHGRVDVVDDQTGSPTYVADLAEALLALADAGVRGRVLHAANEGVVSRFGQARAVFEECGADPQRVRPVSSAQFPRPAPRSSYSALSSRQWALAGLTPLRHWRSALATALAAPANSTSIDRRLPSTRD
# Target sequence (P9WH11 whole entry, looked up): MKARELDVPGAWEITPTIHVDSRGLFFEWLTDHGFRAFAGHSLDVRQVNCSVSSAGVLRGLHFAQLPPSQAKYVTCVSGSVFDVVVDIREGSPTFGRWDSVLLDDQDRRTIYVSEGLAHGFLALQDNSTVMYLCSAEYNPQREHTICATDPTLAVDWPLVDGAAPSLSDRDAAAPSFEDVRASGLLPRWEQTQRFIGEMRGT
# GlmU inhibition – inhibition of mycobacterial GlmU enzyme – biochemical, glucosamine-1-phosphate acetyltransferase (AID 1376); Bifunctional protein GlmU (Mycobacterium tuberculosis (strain ATCC 25618 / H37Rv)); 220,000 tested, 0.25% active; M. tuberculosis GlmU acetyltransferase enzyme assay; higher % means a stronger effect; one-dose inhibition, %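 (tested at 30 µM in the primary screen)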; IC50 in µM for titrated hits; in the data active = inhibition above about 13%;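 note: 0% = complete reaction with vehicle and 100% = reaction without substrate; strong numbers were not always called active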
# * marks the source's active call; other numbers are inactive results; . = not tested or not shown. A portion of the library; the hit share may differ from the screen's.
SMILES	RmlCD inh 1536	GlmU inhibition
Cc1ccc(C)c(SCC(=O)OCC(=O)Nc2ncc(C(F)(F)F)cc2Cl)c1	107	4.9%
O=C(NC(=S)Nc1ccc(Cl)cn1)C12CC3CC(CC(C3)C1)C2	9	4.7%
O=C(N/N=C/c1c[nH]c2ccccc12)c1[nH]c2ccc(Br)cc2c1-c1ccccc1	.	-5.1%
N#CC1=C(N)N2C(=C(C#N)C13CCCC3)Nc1ccccc12	4	-1.4%
O=C(Nc1ccc(OC(F)F)cc1)c1ncc(Cl)c(Cl)c1Cl	-10	1.4%
Cc1ccc2c(c1)c(C)cc[n+]2Cc1ccccc1	7	-4.7%
Cc1ccc(SCC(=O)NC(=O)NCc2ccccc2)c(C)c1	5	-2.6%
COC(CNC(=O)c1cc(C(=O)c2c(-c3c(Cl)cccc3Cl)noc2C)c[nH]1)OC	5	0.5%
CC(C)(Oc1ccc(Cl)cc1)C(=O)NC1CCSC1=O (stereo unspecified)	.	1.4%
COC(=O)c1[nH]c2ccc(C)cc2c1NC(=O)CCN1CCN(C2CCCCC2)CC1	.	-0.5%
COC(=O)N/N=C/c1cccc(OCCSc2ccc(Cl)cc2)c1	-7	0.4%
COc1ccc(N2CCN(Cc3ccc(Br)s3)CC2)cc1	9	-3.5%
COc1ccc(C(=O)COC(=O)c2ccc(N(C)C)cc2)cc1	.	-4.4%
CCOC(=O)CC(=O)N/N=C/c1c(N)n(C)c(=O)n(C)c1=O	1	-1.4%
Cc1onc(-c2c(Cl)cccc2Cl)c1C(=O)OCC(=O)c1ccccc1	-8	-0.2%
COc1ccc(NC(=O)CSc2nnc(C3CC3)n2N)cc1	-17	4.2%
COC(=O)COc1ccc2c(=O)c(-c3ccccc3)coc2c1	-5	26%
O=Cc1ccc(OCC(=O)NC(=O)NC2CCCCC2)cc1	7	2.5%
Cc1ccc(C2(C)NC(=O)N(CC(=O)NC(=O)NCCC(C)C)C2=O)cc1 (stereo unspecified)	-6	6.6%
c1ccc2c(c1)C(=NCC1CCCO1)NC2=NCC1CCCO1 (stereo unspecified)	.	8.0%
COc1ccc(CCNCc2ccc(C)s2)cc1OC	-4	0.1%
CN(C)CC/C=C1/c2ccccc2COc2ccccc21	-8	-0.6%
COC(=O)C1=CN(CCCN2CCCC2=O)C=C(C(=O)OC)C1c1cccs1	-4	-0.2%
COc1ccc(Cl)cc1Nc1nc(C)cc(=O)[nH]1	.	7.8%
Cc1cccc(N(Cc2cc3ccccc3[nH]c2=O)S(=O)(=O)c2ccccc2)c1	-6	-3.7%
O=C(NCC(c1cccs1)N1CCOCC1)c1ccccc1NS(=O)(=O)c1cccc([N+](=O)[O-])c1 (stereo unspecified)	-8	-6.7%
Cc1ccc(/C=C/C(=O)NCC2COc3ccccc3O2)o1 (stereo unspecified)	.	-4.6%
Cc1cccc(-n2ncc3c(NCCCO)ncnc32)c1	-13	7.7%
Cc1ccc(NC(=O)CSc2nc(O)c(Cc3ccccc3)c(=O)n2-c2ccccc2)cc1	3	1.1%
Cn1c(CCc2nc3ccccc3[nH]2)n[nH]c1=S	-6	6.7%
Cc1nnc(SCC(=O)NC(=O)NCc2ccco2)n1Cc1ccccc1	.	1.8%
O=C(Nc1ccc(Cl)c([N+](=O)[O-])c1)c1ccc2c(c1)OCCO2	-6	2.7%
O=S(=O)(N/N=C/c1cn(Cc2ccccc2)c2ccccc12)c1ccccc1	0	4.5%
O=C(COc1ccccc1C(=O)O)NC1CCCc2ccccc21 (stereo unspecified)	12	-6.9%
Cc1ccc(-c2cc3c(n2-c2ccc(C(=O)O)cc2)CCCC3=O)cc1	4	-1.5%
COc1ccc(CCN(C)CCC(=O)Nc2cc(C)ccc2C)cc1OC	.	1.4%
CC(C)c1ccc(-n2ccnc2SCC(=O)O)cc1	-5	3.5%
Cc1ccc(-c2nc3ccccc3s2)cc1NC(=O)c1ccc2c(c1)OCO2	9	1.8%
COc1ccc(S(=O)(=O)NCC2CCC(C(=O)NCc3cccnc3)CC2)cc1 (stereo unspecified)	-6	0.5%
Cc1cccc(N2CCN(S(=O)(=O)c3ccc(S(=O)(=O)N4CCCC4)cc3)CC2)c1C	-14	.
Cc1ccc(-n2c(O)c(/C=N/c3ncn[nH]3)c3ccccc3c2=O)cc1	.	-5.0%
COc1cccc(CNC(=O)c2c[nH]n3c(=O)c(Cl)c(C)nc23)c1	.	3.5%
O=C(C[n+]1ccc2c(c1)nnn2-c1ccccc1)c1ccc(Cl)cc1	-3	-2.5%
Nc1ccccc1N1CCOCC1	10	-7.5%
CCOC(=O)CSc1nnc(-c2ccc(S(=O)(=O)N3CCC(C)CC3)cc2)o1	.	-3.9%
COc1cc(NC(=O)N2CCNC2=O)cc(C(=O)Nc2cccc(C(F)(F)F)c2)c1	.	5.1%
COc1c(/C=N/NC(=O)c2ccncc2)c(CCN(C)C(C)=O)cc2c1OCO2	65	7.9%
Cc1ccc(S(=O)(=O)Cc2sc3ccccc3[n+]2C)cc1	-3	-0.5%
COc1ccc(/C=N/NC(=O)C2c3ccccc3Oc3ccccc32)c(OC)c1	12	.
CC(=O)c1cccc(NC(=S)NC(=O)c2ccccc2Cl)c1	5	-4.0%

# Carrying on.
SMILES	RmlCD inh 1536	GlmU inhibition
CC(=O)c1ccc(N2CCN(C(=O)CCS(=O)(=O)c3ccc(C)cc3)CC2)cc1	-6	-1.7%
Cc1nn(Cc2ccc(Cl)cc2Cl)c(C)c1NC(=O)c1nc2n(n1)C(C(F)F)CC(C)N2 (stereo unspecified)	.	0.9%
CCOC(=O)c1c(NC(=O)C2(C)Cc3ccccc3C(=O)O2)sc2c1CCCC2 (stereo unspecified)	-1	8.0%
Cc1ccc(-c2noc(CSc3nnc(Cc4cccs4)n3-c3ccccc3)n2)cc1	21	3.9%
Nc1nc(-c2cccnc2)nn1C(=O)c1ccc(Cl)cc1	21	0.9%
O=C(Cc1ccccc1)c1c[nH]c(C(=O)O)c1	.	-4.2%
O=C(Cc1c(C(=O)O)[nH]c2ccc(Cl)cc12)Nc1ccc2c(c1)OCCO2	6	-1.3%
Nc1cc(=O)[nH]c(SCc2cccc(Cl)c2)n1	.	-7.1%
CSc1nc(Cl)cc(Nc2ccc(O)cc2)n1	.	-0.1%
Cc1sc2ncn(CC(=O)NCC(=O)N(C)Cc3ccccc3)c(=O)c2c1C	.	2.4%
CCCNC(=O)C1CCN(c2ccc(S(=O)(=O)N3CCOCC3)cc2Cl)CC1	.	1.6%
CSc1ccccc1NC(=S)N/N=C/c1cccn1Cc1cccc(C)c1	.	-3.8%
Cc1sc2ncn(CC(=O)NCCCC(=O)N3CCN(c4ncccn4)CC3)c(=O)c2c1C	.	-5.6%
CCOC(=O)c1sc2nc(C)[nH]c(=S)c2c1C	-16	-0.2%
CCN(CC)C(=O)COc1cccc2ccccc12	.	2.0%
CCOC(=O)C1(CCOc2ccccc2)CCN(Cc2ccc(C)s2)CC1	-18	2.2%
O=C(Nc1nccs1)c1ccc(-c2ccc(Cl)cc2Cl)o1	-10	-0.8%
CCCCCCCSc1nnc(N)s1	.	-6.5%
COc1cc(OCC(N)=O)cc(OC)c1OC	8	4.4%
Cc1ccccc1C1=NCC(=O)N(CC(=O)N2CCCCC2)c2sc(C)c(C)c21	4	-2.6%
C=C1CCN([C@@H](CC(C)C)C(=O)N2CCCC2)S(=O)(=O)c2ccccc21	.	5.3%
Cc1csc(N2CCc3ccccc32)n1	-9	4.9%
CC(Sc1n[nH]c(N)n1)C(=O)C12CC3CC(CC(C3)C1)C2 (stereo unspecified)	-2	2.1%
COc1ccc2cc(CN(CC3CCCO3)S(=O)(=O)c3ccccc3)c(=O)[nH]c2c1 (stereo unspecified)	-4	-4.7%
CCCc1nc2sc3ccccc3c(=O)c2c(=O)n1CCOC	62	.
O=C1N[C@@H](Cc2ccccc2)C(=O)N2[C@@H]1C[C@]1(Br)c3ccccc3N(S(=O)(=O)c3ccccc3)[C@H]21	.	2.8%
Cc1ccc(CSc2nc3ccccc3c(=O)n2CCCC(=O)NCc2ccco2)cc1	.	-9.9%
O=C(CSc1ccc(C(F)(F)F)cc1[N+](=O)[O-])Nc1ccccc1	-14	-2.0%
O=C(Oc1ccccc1C(=O)Nc1ccccc1)c1ccccc1Br	-6	-2.4%
CN(CCc1ccccn1)C(=O)CCC1CCCN(C(=O)c2ccccn2)C1 (stereo unspecified)	-9	3.7%
CCc1ccc(NC(=O)c2cc(C)on2)cc1	.	-1.4%
COc1ccc(O)c(-c2[nH]ncc2C(=O)c2ccccc2)c1	-5	-2.7%
COC(=O)c1cccc(NC(=O)C(C)N2C(=O)c3ccccc3C2=O)c1 (stereo unspecified)	8	4.5%
CCCCC(=O)N(CCOC)c1nnc(-c2ccccc2C)s1	11	-2.3%
O=C(CN1CCN(C2CCCCC2)CC1)Nc1ccccc1N1CCCCC1	-10	3.6%
COC(=O)c1ccc(C(=O)OC)c(NC(=S)N2CCCCC2)c1	8	-4.7%
O=C(Nc1nc(-c2ccc(-c3ccccc3)cc2)cs1)C1=COCCO1	-9	-5.7%
Cc1cc(C)n(-c2nc3c(c(=O)[nH]c(=O)n3C)n2CCc2ccccc2)n1	3	-2.5%
Cc1ccc(O)c(C2=NCCNC(C(F)(F)C(F)F)=C2)c1	5	-0.8%
Cc1cc2cc(CN(CCCN3CCOCC3)C(=O)NC3CCCCC3)c(=O)[nH]c2cc1C	.	0.8%
COCC(C)Nc1ccc(S(=O)(=O)N2CCCC2)cc1[N+](=O)[O-] (stereo unspecified)	2	1.0%
CCCCc1ccc(C(=O)NC(C(=O)O)C(C)C)cc1 (stereo unspecified)	8	0.4%
CC(C)NC(=O)c1ccc2c(c1)N(CC(=O)N1CCOCC1)C(=O)C(C)(C)O2	5	1.7%
COC(=O)c1cccc(NC(=O)CSc2nnc(COc3ccccc3)n2C)c1	-7	1.6%
Cc1nc(NC(=O)c2ccccc2)sc1-c1csc(Nc2ccc(Cl)cc2)n1	-7	1.1%
O=C(N1CCN(c2ccccn2)CC1)N1c2ccccc2Sc2ccccc21	9	.
O=C1c2ccccc2C(O)(c2ccccc2)N1C1CC1 (stereo unspecified)	.	3.0%
O=C(Nc1nnc(-c2ccc3c(c2)CCCC3)o1)c1ccc(Cl)cc1Cl	-3	6.9%
CC(=O)NC(C)c1nc2ccccc2n1Cc1ccccc1F (stereo unspecified)	.	-0.5%
COc1ccc(CCNC(=O)C(=O)NCc2ccccc2C)cc1OC	-7	8.9%

# New compounds follow:
SMILES	RmlCD inh 1536	GlmU inhibition
CC(C)N(Cc1ccccc1)C(=S)NC1CCCCC1	5	-6.8%
COc1cc(/C=C\C(=O)OCn2nnc3ccccc3c2=O)cc(OC)c1OC	6	6.4%
O=C1CSC(c2ccccc2[N+](=O)[O-])N1c1ccc(O)cc1 (stereo unspecified)	.	-3.9%
CC1=NOC2(C1)/C(=N/O)CCC/C2=N\O (stereo unspecified)	-4	2.9%
Cc1ccc(-n2nnc(-c3cc4ccccc4n3C)n2)cc1	.	4.7%
CCN1CCCC1CNC(=O)c1cc2c(C)nc3ccccc3c2o1 (stereo unspecified)	-4	-7.2%
O=C(COc1cccnc1[N+](=O)[O-])N1CCN(S(=O)(=O)c2ccccc2)CC1	4	-2.2%
O=C(/C=C/c1ccc(Cl)cc1Cl)NC(=S)Nc1ccc(CN2CCOCC2)cc1	-10	0.3%
Cc1ccccc1CC1(CO)CCCN(C(=O)CCC(=O)c2ccccc2)C1 (stereo unspecified)	3	-3.3%
O=Cc1cn(CC(=O)NCC2CCCO2)c2ccccc12 (stereo unspecified)	.	4.4%
Cc1cccc(NC(=O)c2cc(=O)c3ccccc3o2)n1	28	1.9%
O=C(CSc1nc2ncc(Cl)cc2[nH]1)NCCc1ccc(F)cc1	-3	4.7%
Cn1cccc1/C=N/NC(=O)c1ccn[nH]1	.	1.4%
CC(=O)Nc1ccc(NC(=O)C(OC(=O)c2ccccc2)C(OC(=O)c2ccccc2)C(=O)O)cc1 (stereo unspecified)	7	-2.8%
C=CCOc1ccc(/C=N/NC(=O)C(C)Sc2ccccn2)cc1OC (stereo unspecified)	5	3.5%
CCN1C(=O)CC(NNC(=O)c2ccc(Cl)cc2)C1=O (stereo unspecified)	.	-7.7%
O=C(O)/C=C/C(=O)NCCc1cccc(Cl)c1	.	-7.7%

# Among those listed so far, these contain a COOH group.
SMILES	RmlCD inh 1536	GlmU inhibition
O=C(COc1ccccc1C(=O)O)NC1CCCc2ccccc21 (stereo unspecified)	12	-6.9%
Cc1ccc(-c2cc3c(n2-c2ccc(C(=O)O)cc2)CCCC3=O)cc1	4	-1.5%
CC(C)c1ccc(-n2ccnc2SCC(=O)O)cc1	-5	3.5%
O=C(Cc1ccccc1)c1c[nH]c(C(=O)O)c1	.	-4.2%
O=C(Cc1c(C(=O)O)[nH]c2ccc(Cl)cc12)Nc1ccc2c(c1)OCCO2	6	-1.3%
CCCCc1ccc(C(=O)NC(C(=O)O)C(C)C)cc1 (stereo unspecified)	8	0.4%
CC(=O)Nc1ccc(NC(=O)C(OC(=O)c2ccccc2)C(OC(=O)c2ccccc2)C(=O)O)cc1 (stereo unspecified)	7	-2.8%
O=C(O)/C=C/C(=O)NCCc1cccc(Cl)c1	.	-7.7%
